influenza NS1A: H1N1 influenza NS1A inhibitors, functional cell based assay (AID 504329). 340,000 compounds, 0.3% hits. one-dose inhibition, % at 12.5 µM; IC50 in µM for titrated hits. NS1A functional cell-based assay, percent inhibition; higher % means a stronger effect; in the data active means a potency from the dose series; inconclusive means inhibition above about 27% without an active follow-up result; further: strong numbers were not always called active
PhoP GFP inhibition: Inhibition of PhoP regulon, Salmonella typhi GFP reporter cells, confirmation, 4 h (AID 1850). inhibition, % at 50 µM, or IC50 in µM where a hit was titrated. Salmonella Typhi PhoP-promoter GFP reporter, fluorescence, 4 h; higher % means a stronger effect. 310,000 compounds, 0.33% hits; in the data active means a potency from the dose series; inconclusive means inhibition mostly from about 25% at the one dose, without a potency; inactive means the rest, 99 in 100 with inhibition below about 19%;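 further: 0% = induced wells with vehicle and 100% = uninduced wells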
inhibitors of VEEV: inhibitors of VEEV TC-83 cytopathic effect, confirmation, Vero cells (AID 588727); Vero cells, VEEV TC-83 cytopathic effect inhibition; higher % means a stronger effect; 350,000 compounds, 0.13% hits; inhibition, % at 20 µM; hits with a dose series show IC50 in µM; in the data active means a potency from the dose series; inconclusive means inhibition mostly from about 14% at the one dose, without a potency; inactive means the rest, 99 in 100 with inhibition below about 12%; further: strong numbers were not always called active
H37Rv inhibition: M. tuberculosis growth inhibition, HTS (AID 449762); M. tuberculosis H37Rv growth inhibition, 7H9 media; higher % means a stronger effect; 330,000 compounds, 0.59% hits; one-dose inhibition, % at 25 µM; IC50 in µM for titrated hits; in the data active means a potency from the dose series; inconclusive means inhibition above about 70% without an active follow-up result;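 further: bacterial growth assessed after seven days of incubation; strong numbers were not always called active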
tuberculosis growth: growth inhibition of non-replicating M. tuberculosis (AID 488890). Mycobacterium tuberculosis non-replicating, growth inhibition; higher % means a stronger effect. one-dose inhibition, % at 25 µM; IC50 in µM for titrated hits. 320,000 compounds, 0.39% hits; in the data active means a potency from the dose series; inconclusive means inhibition mostly from about 82% at the one dose, without a potency; inactive means the rest, 99 in 100 with inhibition below about 76%;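 further: plate controls were DMSO cells for no effect and high antibiotic wells for full effect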
inhibitors of VEEV 10K pilot screen: also measured in inhibitors of VEEV; calls as there; inhibition, %; measured here: 10K pilot screen inhibition
Active calls of the source: *; i = inactive; ? = inconclusive; . = not tested or not shown. Rows are unselected; any-hit rate near 1.5%.

SMILES	influenza NS1A	PhoP GFP inhibition	inhibitors of VEEV	H37Rv inhibition	tuberculosis growth	others
COC(=O)Cn1cc(/C=C2\C(=O)NC(=O)N(c3ccc(OC)cc3)C2=O)c2ccccc21	22%	-103%	0.7%	4%	13%
O=C1CN(S(=O)(=O)c2ccccc2)CC(=O)N1CCc1ccccc1	-3%	19%	i	-8%	-11%
CC(=NN=C(C)c1ccc(O)cc1)c1ccc(O)cc1	5%	.	1.2%	.	.
O=C1NC(Cc2ccccc2)c2nc3ccccc3c(=O)n2-c2cc(Cl)ccc21 (configuration not stated)	.	.	.	-1%	5%
OC(Cc1ccnc2ccccc12)C(Cl)(Cl)Cl (configuration not stated)	4%	.	i	.	.
O=C1CCc2cc(S(=O)(=O)Nc3ccc(F)cc3)ccc2N1	5%	.	0.9%	-6%	-4%
O=C(Cn1ncc2c([nH]c3ccccc32)c1=O)NCC1CCN(Cc2ccc(F)cc2)CC1	15%	-15%	1.4%	2%	1%
O=C(OCC(=O)N1CCN(c2ccccc2)CC1)c1ccccc1OC(F)F	-2%	-3%	5.9%	18%	65%
Cc1ccccc1OCC(O)CN(CCO)Cc1ccccc1 (configuration not stated)	11%	-6%	0.1%	-3%	7%
Cc1cc(F)c(F)cc1C(=O)N1CCCC1	0%	4%	i	5%	-12%
FC(F)(F)c1cccc(Cc2noc(CN3CCCC(CN4CCCC4)C3)n2)c1 (configuration not stated)	-7%	-6%	i	?	.
Cc1noc(C)c1S(=O)(=O)N1CCCC(C(=O)N2CCN(C3CCCCC3)CC2)C1 (configuration not stated)	5%	1%	1.1%	-9%	7%
O=C(Nc1ccc(N2CCCCC2)cc1)c1cccnc1Cl	8%	-1%	i	-9%	-9%
CCOc1ccc(N(CC(=O)NC2CCCC2)C(=O)CCC(=O)Nc2ccccn2)cc1	-5%	-2%	6.0%	5%	12%
O=c1cc(-c2cccs2)oc2ccc(Cl)cc12	-1%	8%	0.8%	-2%	20%
Cc1ccc(NC(=O)COC(=O)Cn2cnc3c2c(=O)n(C)c(=O)n3C)cc1Cl	-4%	19%	0.8%	-2%	2%
COc1ccc2sc(N(CCN(C)C)C(=O)c3ccc4ccccc4c3)nc2c1	13%	-3%	1.2%	10%	-7%
CCCCn1c(SCC(=O)N2CCCCC2C)nc2cc(S(N)(=O)=O)ccc21 (configuration not stated)	-17%	13%	3.3%	4%	-11%
CCOC(=O)c1ccc(NC(=O)C(C)N2C(=O)c3ccccc3C2=O)cc1 (configuration not stated)	-7%	-2%	1.3%	0%	.
COc1ccc(OC)c(S(=O)(=O)N(C)CC(=O)N2CCCCC2)c1	21%	-7%	1.0%	1%	-8%

A stretch from the list above, as a working copy:
SMILES	influenza NS1A	PhoP GFP inhibition	inhibitors of VEEV	H37Rv inhibition	tuberculosis growth	others
COC(=O)Cn1cc(/C=C2\C(=O)NC(=O)N(c3ccc(OC)cc3)C2=O)c2ccccc21	22%	-103%	0.7%	4%	13%
O=C1CN(S(=O)(=O)c2ccccc2)CC(=O)N1CCc1ccccc1	-3%	19%	i	-8%	-11%
CC(=NN=C(C)c1ccc(O)cc1)c1ccc(O)cc1	5%	.	1.2%	.	.
O=C1NC(Cc2ccccc2)c2nc3ccccc3c(=O)n2-c2cc(Cl)ccc21 (configuration not stated)	.	.	.	-1%	5%
OC(Cc1ccnc2ccccc12)C(Cl)(Cl)Cl (configuration not stated)	4%	.	i	.	.
O=C1CCc2cc(S(=O)(=O)Nc3ccc(F)cc3)ccc2N1	5%	.	0.9%	-6%	-4%
O=C(Cn1ncc2c([nH]c3ccccc32)c1=O)NCC1CCN(Cc2ccc(F)cc2)CC1	15%	-15%	1.4%	2%	1%

Returning to the listing, starting two compounds before the break.
SMILES	influenza NS1A	PhoP GFP inhibition	inhibitors of VEEV	H37Rv inhibition	tuberculosis growth	others
CCOC(=O)c1ccc(NC(=O)C(C)N2C(=O)c3ccccc3C2=O)cc1 (configuration not stated)	-7%	-2%	1.3%	0%	.
COc1ccc(OC)c(S(=O)(=O)N(C)CC(=O)N2CCCCC2)c1	21%	-7%	1.0%	1%	-8%
CCN(CC)C(=O)CSc1ncnc2c1nnn2-c1ccc(OC)cc1	16%	1%	3.4%	0%	2%
NS(=O)(=O)c1ccc(NC(=O)COC(=O)c2ncc(Cl)c(Cl)c2Cl)cc1	-16%	.	0.4%	3%	4%
CCOc1ccccc1C(=O)Nc1ccccc1C(N)=O	5%	-8%	i	-7%	-1%
CC(=O)Nc1ccccc1-c1nn[nH]n1	-1%	20%	i	-6%	-7%
Cc1noc(C)c1S(=O)(=O)N1CCC(C(=O)Nc2ccc(OC(F)(F)F)cc2)CC1	-14%	-1%	i	-8%	-8%
CC(=O)c1nnn(-c2nc(N3CCCC3)nc(N(c3ccccc3)c3ccccc3)n2)c1C	0%	6%	i	3%	5%
NS(=O)(=O)c1ccc(NC(=O)CSc2nnc(NC3CC3)s2)cc1	-1%	.	2.5%	.	.
CCCCc1ccc(/C(C)=N/NC(=O)C2CCCC2)cc1	-6%	-6%	i	-4%	39%
CCN1CCN(c2ncc(C(=O)N3CCN(c4ccccc4OC)CC3)c3ccccc23)CC1	2%	.	0.8%	.	.
Cn1c(-c2ccc(=O)[nH]c2)nc2ccccc21	.	2%	0.2%	-3%	1%
COc1cccc(NC(=O)c2csc3c2CCCC3)c1	-8%	2%	4.3%	51%	4%
Fc1ccccc1/C=N/n1c(COc2ccccc2)n[nH]c1=S	-4%	0%	0.7%	10%	17%
Cc1ccc(C(c2sc3ncnn3c2O)N2CCCCC2)cc1 (configuration not stated)	-2%	-2%	1.1%	-7%	24%
Fc1cccc(-c2nnn3c2nc(Cl)c2ccccc23)c1	-12%	.	12%	.	.
CS(=O)CSc1nc2c(cc1C#N)CCCC2 (configuration not stated)	7%	-8%	0.1%	-4%	-15%
CCC(Cc1ccccc1)NC(=O)CCNS(=O)(=O)c1cc(Br)cnc1N (configuration not stated)	4%	8%	0.2%	7%	30%
Cc1cc(C)cc(C(=O)N(C)C2CCCN(Cc3ccccc3F)C2)c1 (configuration not stated)	-3%	3%	1.2%	-9%	19%
CC(C)Cc1nnc(NC(=O)CCS(=O)(=O)c2ccc(Cl)cc2)s1	-8%	-7%	1.4%	-18%	5.4µM*
Oc1ccccc1C=NNc1nc2ccccc2s1	-5%	.	7.0%	.	.
O=[N+]([O-])c1ccc(CN2CCN(c3ccc(Cl)cc3)CC2)o1	7%	1%	0.9%	<0.2µM*	<0.1µM*
O=C1CC(C(=O)O)S/C(=N\NC(=O)c2ccc(F)cc2)N1 (configuration not stated)	0%	2%	0.7%	-4%	-13%
CS(=O)(=O)c1ccc(-c2nn[nH]n2)cc1	6%	2%	1.2%	-1%	-1%
Cc1cc(C(=O)CSc2nnc(-c3cccs3)n2Cc2ccccc2)c(C)n1C	11%	-10%	2.9%	9%	33%
COc1cc2c(-c3ccc(O)cc3)nc3c(c(C)nn3-c3ccccc3)c2cc1OC	-2%	-5%	43%	-1%	18%	inhibitors of VEEV 10K pilot screen=4.6
CCc1noc(C)c1C(=O)Oc1ccc(N(C)S(=O)(=O)c2ccc(C)c(C)c2)cc1	-1%	-2%	6.1%	0%	-3%
NC(=O)c1ccc(NC(=O)CSc2nc3ccccc3c(=O)n2CCCN2CCOCC2)cc1	-1%	.	2.5%	-10%	-20%
COc1cc(OC)cc(C(=O)NCCn2ccc3ccccc32)c1	6%	3%	2.1%	-3%	17%
Cc1ccc(Sc2ncccc2C(N)=O)cc1	-4%	6%	i	2%	7%
O=C(CN(CC1CCCO1)C(=O)CCC(=O)Nc1nccs1)NCC1CCCO1 (configuration not stated)	5%	-10%	0.5%	-2%	-11%
O=C(NC1(O)C(=O)c2ccccc2C1=O)c1ccccc1	0%	-11%	1.3%	0%	-11%
CC(=O)Nc1ccc2nc(SCC(=O)N3CCOCC3)sc2c1	1%	0%	2.6%	1%	-6%
CCCSc1nnc(-c2c[nH]c3ccccc23)n1C	-6%	1%	0.6%	-2%	14%
O=C(N/N=C/c1cccnc1)c1cccs1	6%	8%	2.5%	-4%	19%
Cc1ccc(C(=O)CSc2nnc(CNc3ccc(C)cc3C)o2)cc1	5%	3%	4.8%	-10%	10%
Cc1cc(C(=O)CSc2nnnn2C)c(C)n1Cc1ccco1	-2%	-7%	i	-1%	10%
CC(C)NC(=O)c1cc2c(=O)n3ccccc3nc2s1	-22%	-1%	0.3%	0%	2%
Cc1ccc(S(=O)(=O)NC(=O)COc2ccc([N+](=O)[O-])cc2)cc1	-1%	-12%	i	-14%	-9%
CCOC(=O)c1ccc(NC(=O)C2CC(=O)Nc3nc4ccccc4n32)cc1 (configuration not stated)	9%	-8%	1.2%	1%	-16%
CCC(C)/C(C)=N/NC(=O)c1ccccc1OCCOc1ccccc1 (configuration not stated)	-3%	2%	0.9%	9%	52%
CCCC(c1nnnn1CC1CCCO1)N1CCN(c2cc(Cl)ccc2C)CC1 (configuration not stated)	-9%	0%	i	1%	28%
COc1cc(NC(=O)C2CCCN(S(=O)(=O)c3ccc4c(c3)CCCN4C(C)=O)C2)cc(OC)c1 (configuration not stated)	-7%	-20%	5.3%	9%	6%
COc1ccc(C(=O)NC2CC2)cc1OC1CCN(Cc2ccc(F)cc2)CC1	2%	-1%	0.3%	0%	3%
CC1=CCC2(CO)COC(c3ccccc3O)C1C2 (configuration not stated)	1%	-16%	i	-2%	10%
COc1ccc(-c2cc(C(F)(F)F)n3nc(C)cc3n2)cc1	1%	-6%	0.5%	4%	-14%
CCOC(=O)C1=C(NC(=O)c2ccc(Br)o2)Nc2ccccc2N=C1	-4%	-7%	i	9%	20%
CN(C)c1ccc(/C=C(\C#N)C(=O)NCc2ccco2)cc1	.	0%	.	3%	5%
Cc1nn(C)cc1CN(C)C(=O)c1sc2cccc(Cl)c2c1Cl	-5%	-19%	7.0%	1%	4%
COc1cc2c(cc1OC)CN(C(=O)CN1CCN(S(=O)(=O)c3ccc(C)c(C)c3)CC1)CC2	3%	8%	3.3%	0%	26%
Nc1nc2n(n1)C(c1c(F)cccc1Cl)CC(c1ccc(F)cc1)N2 (configuration not stated)	-1%	9%	7.2%	-7%	23%
Cc1cccc(NC(=O)CSCC(=O)Nc2cc(S(=O)(=O)N3CCOCC3)ccc2N2CCCC2)c1	-6%	-7%	8.1%	-15%	28%
CC1(C)Oc2ccc(C(=O)NC3CCCCC3)cc2N(CC#N)C1=O	0%	5%	0.7%	-4%	-5%
CN(C)c1cccc(C(=O)OCC(=O)NC(=O)NCc2ccccc2)c1	-3%	.	3.4%	-3%	15%
CCOC(=O)COc1ccc2c(c1)C(=O)CC(C)(c1cccnc1)O2 (configuration not stated)	0%	-1%	i	9.2µM*	i
COc1ccc(/C(C)=N/NC(=O)C2C3CCCCC32)c(OC)c1 (configuration not stated)	-1%	-6%	1.1%	-1%	-3%
COc1ccc(C=C(C#N)C#N)c(CSc2ccccn2)c1	-1%	-3%	0.4%	1%	58%
COC(=O)c1sccc1NC(=O)CSCC(=O)O	-10%	5%	i	-13%	-12%
O=c1c2c(nc3cc(-c4cccc(F)c4)[nH]n13)CCC2	4%	-6%	1.4%	2%	22%
COC(=O)c1cnn(C(=O)c2ccccc2Br)c1N	2%	-10%	3.6%	4%	6%
CC(C)(C)NC(=O)c1cc(-c2ccccc2)n[nH]1	-1%	10%	1.6%	5%	1%
CC(=O)c1cccc(Nc2nc(-c3cccnc3)cs2)c1	-1%	-3%	5.3%	100%	76%
Other records follow.
SMILES	influenza NS1A	PhoP GFP inhibition	inhibitors of VEEV	H37Rv inhibition	tuberculosis growth	others
COc1ccc(CN(C)c2ncnc(N)n2)cc1	11%	-12%	4.1%	2%	7%
CC(C)NC(=O)c1onc(CSc2cccc(F)c2)c1C(=O)O	-3%	-3%	0.2%	33%	-5%	inhibitors of VEEV 10K pilot screen=1.4
CCc1cccc(C)c1NC(=O)COC(=O)c1ccc2c(c1)S(=O)(=O)c1ccccc1C2=O	13%	-9%	i	-1%	32%
O=C(/C=C/c1ccc([N+](=O)[O-])cc1)NNC(=O)C1CC1	-5%	-13%	0.1%	2%	-8%
CCC(Sc1nc2ccncc2[nH]1)C(=O)Nc1cc(Cl)ccc1C (configuration not stated)	2%	-14%	i	4%	.
CCOC(=O)CNS(=O)(=O)c1cc(-c2nn(C)c(=O)c3ccccc23)ccc1C	12%	-11%	1.8%	2%	16%
CCOC(=O)c1cc(C#N)c(SCc2ccc(C#N)cc2)nc1C	0%	-3%	3.5%	-3%	2%
COc1ccc(CC(=O)NCCN2CCCC2)cc1	3%	-28%	0.2%	4%	5%
COc1cc(/C=C(\C#N)c2nc3c(s2)CCCC3)ccc1O	.	-6%	.	68%	49%

Screening results deposited in PubChem by Southern Research Specialized Biocontainment Screening Center.
